Tb hexokinase: T. brucei hexokinase 1 inhibition; recombinant TbHK1, G6PDH-coupled NADH A340; inhibition, % at 10 µM; actives 0.11% (n = 220,000);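 active = inhibition of 50% or more in the single-dose primary screen; inactive = inhibition below 50%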
Ba/F3 V617F tox: lowers viability of Ba/F3 cells expressing EpoR and JAK2V617F. ATP luminescence. inhibition, % at 5.6 µM. actives 1.1% (n = 220,000). AID 1446;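 active = inhibition above the campaign mean plus 3 SD over all tested compounds, cut at about 24% in these data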;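 also: cytokine-independent growth of Ba/F3 cells driven by EpoR plus mutant JAK2; 0% = DMSO-treated cells and 100% = JAK inhibitor I control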
PPC-1+TRAIL kill: kills PPC-1 cancer cells in the presence of TRAIL | cell killing (% activity), % at 4 µM | AID 1443 | actives 0.41% (n = 220,000) | PPC-1 cells + TRAIL, ATPLite viability luminescence;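 active = cell killing above 50% in the first pass at 4 µM, then a duplicate retest at 5 µM averaging 50% or more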;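 also: plate controls were cells with TRAIL plus DMSO for no effect and medium-only wells lacking cells for full effect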
p47phox inh: p47phox (human) inhibition. P14598. p47phox/p22phox peptide binding, fluorescence polarization, 2 h. inhibition, % at 24.7 µM. actives 0.53% (n = 220,000). AID 1274;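 active = inhibition above about 30%, limit read from the data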;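 also: 0% = p47phox with labelled peptide and 100% = labelled peptide alone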
Furin inh: human furin inhibition; P09958; purified furin, fluorogenic substrate cleavage; inhibition, % at 30 µM; actives 0.061% (n = 220,000); AID 463115; in the data active = inhibition above about 25%; also: inactives centre near -15
Target sequence (P09958 108-714 limits assumed): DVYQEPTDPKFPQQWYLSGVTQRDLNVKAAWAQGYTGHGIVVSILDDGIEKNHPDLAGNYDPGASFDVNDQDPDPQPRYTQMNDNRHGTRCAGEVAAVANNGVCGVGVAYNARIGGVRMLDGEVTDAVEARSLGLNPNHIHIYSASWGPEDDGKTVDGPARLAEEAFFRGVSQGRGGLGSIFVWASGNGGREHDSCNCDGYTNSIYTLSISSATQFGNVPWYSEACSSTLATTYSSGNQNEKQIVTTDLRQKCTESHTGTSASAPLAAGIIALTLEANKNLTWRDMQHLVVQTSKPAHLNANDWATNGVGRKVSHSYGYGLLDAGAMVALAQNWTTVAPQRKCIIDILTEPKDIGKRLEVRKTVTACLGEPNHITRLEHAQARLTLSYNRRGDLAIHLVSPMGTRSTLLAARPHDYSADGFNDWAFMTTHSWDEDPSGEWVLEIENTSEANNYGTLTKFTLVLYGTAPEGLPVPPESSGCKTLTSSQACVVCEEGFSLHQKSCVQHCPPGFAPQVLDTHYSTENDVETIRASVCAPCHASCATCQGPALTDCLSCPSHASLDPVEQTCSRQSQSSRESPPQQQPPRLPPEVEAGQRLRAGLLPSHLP
RBBP9 inhibitor: human RBBP9 hydrolase inhibition; O75884; AID 1515; actives 0.2% (n = 220,000); inhibition, % at 7.94 µM; recombinant RBBP9, FP-Rh probe fluorescence polarization;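 active = inhibition above the campaign mean of all tested compounds plus 3 SD, cut at about 14% in these data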;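 also: plate controls were DMSO wells with RBBP9 for no effect and wells lacking RBBP9 protein for full effect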
Target sequence (O75884 whole entry, looked up): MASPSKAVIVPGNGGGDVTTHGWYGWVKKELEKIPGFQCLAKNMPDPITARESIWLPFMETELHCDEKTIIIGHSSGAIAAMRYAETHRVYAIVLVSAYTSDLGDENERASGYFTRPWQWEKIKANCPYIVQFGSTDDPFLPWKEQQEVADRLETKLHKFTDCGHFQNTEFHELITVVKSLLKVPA
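Measured by: FP readout at 525/598 nm; material: recombinant human RBBP9; also added: Serine-hydrolase probe FP-Rh, 375 nM pre-mixing; medium: Tris buffer pH 8.0, NaCl, Pluronic; replication: one well per compound; doses: one concentration, 7.94 µM nominal, 0.794% DMSO; timing: preincubation 30 min plus labeling 45 min at 25 °C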
EP2 antag: inhibitors of human EP2 prostaglandin E2 receptor; C6 glioma cells expressing human EP2, cAMP TR-FRET; cells stimulated with saturating PGE2; inhibition, % at 25 µM; actives 0.52% (n = 260,000); AID 1422;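 active = percent inhibition above 40 after rounding to a whole number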;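 also: rat C6 glioma host cells with rolipram phosphodiesterase inhibitor present; the protocol text gives 20 µM as final concentration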
p97 ATPase inh: inhibitors of human p97 ATPase; actives 0.42% (n = 220,000); recombinant p97 ATPase, Kinase-Glo ATP luminescence, 3 h; inhibition, % at 8 µM; in the data active = inhibition above about 15%;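 also: 0% = DMSO vehicle and 100% = wells lacking enzyme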
BaF3 tox: counter-screen for JAK2V617F inhibitors: parental Ba/F3 viability inhibitors; CellTiter-Glo ATP luminescence; inhibition, % at 5.6 µM; actives 1.1% (n = 220,000);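 active = inhibition above a per-campaign cutoff, the mean inhibition of all tested compounds plus 3 SD, cut at about 27% in these data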;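 also: 0% = DMSO wells and 100% = JAK Inhibitor I control wells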
Starred values were filed as active, the others as inactive; . = not tested or not shown; & = joins results of further samples; [ ] = another dose, or the depositor's remark. These rows are one share of the data; the hit share may differ from the screen's.

SMILES | Tb hexokinase | RBBP9 inhibitor | PPC-1+TRAIL kill | Furin inh | Ba/F3 V617F tox | EP2 antag | p97 ATPase inh | BaF3 tox | p47phox inh
CC(C)Oc1cccc(C(=O)NC(=S)N2CCN(c3ccc(C(F)(F)F)cc3[N+](=O)[O-])CC2)c1 | -2 | -1 | -8 | -19[20 µM] | 3 | 13 | -2 | 10 | -7
CCCC(=O)NC(Nc1cc(C(F)(F)F)ccc1Cl)C(Cl)(Cl)Cl (stereo unspecified) | 3 | -2 | 10 | -6 | 0 | 15 | 5 | 3 | 5
O=C(Nc1ccc(S(=O)(=O)N2CCCC2)cc1)c1ccc(CN2CCc3ccccc3C2)cc1 | 5 | -18 | 0 | -5 | 6 | 3 | -8 | 9 | -9
CC(C)NS(=O)(=O)c1ccc(OCC(=O)N2CCCC2)cc1 | -2 | -9 | -3 | -15[20 µM] | -2 | 10 | -3 | 1 | -2
CN(C(=O)CSc1nnc(-c2ccc(F)cc2)c2ccccc12)C1CCS(=O)(=O)C1 (stereo unspecified) | 3 | -14 | -12 | -1 | 5 | 6 | -6 | 6 | -8
O=S(=O)(c1ccc(Br)cc1Cl)N1CCN(CCO)CC1 | -3 | -6 | -9 | -25 | 0 | 8 | -1 | 3 | 3
COc1ccc(C2C(C#N)=C(/N=C/N3CCOCC3)OC3=C2C(=O)CC(C)(C)C3)cc1OC (stereo unspecified) | -23 | -9 | -14[5 µM] | -7[20 µM] | 0 | 3 | -3 | 4 | -23
O=C(N/N=C/c1c[nH]c2ccccc12)c1ccn(Cc2ccc(Cl)cc2Cl)n1 | -9 | 1 | 7 | -23[20 µM] | -5 | . | 13 | 0 | 3
N#Cc1ccccc1NC(=O)COC(=O)/C=C/c1cn(-c2ccccc2)nc1-c1ccc(Cl)cc1 | -6 | -6 | 16 | -28 | 2 | 11 | -1 | 1 | 2
S=c1[nH]nc(-c2ccco2)n1/N=C/c1ccc(Cl)cc1 | 2 | -1 | 11 | -5 | 4 | 2 | -2 | 9 | 26
CCC(C)Sc1cc(C)c(C#N)c2nc3ccccc3n12 (stereo unspecified) | -2 | -4 | 43 | -8 | 3 | 10 | 6 | 7 | -7
Cc1nc2cc(NC(=O)NCCCO)ccc2o1 | 0 | -4 | 15 | -19 | 0 | 10 | -3 | 0 | -6
O=C(NCCCCc1ccccc1)c1cccc([N+](=O)[O-])c1 | 3 | -4 | 8 | -27 | -4 | 12 | 2 | 2 | -6
Oc1ccccc1C1=Nc2ncnn2C(c2ccccc2)C1 (stereo unspecified) | -6 | -8 | 6 | -6 | 3 | 8 | -4 | 5 | -3
CC(C)OCCCNC(=O)CCSc1ccc(Cl)cc1 | -5 | -1 | -19 | -8[20 µM] | 0 | 6 | -3 | 6 | -5
O=C(NCCC1=CCCCC1)C1CCCN(S(=O)(=O)c2ccc(F)cc2)C1 (stereo unspecified) | 8 | 8 | 23 | -13[20 µM] | -4 | 9 | 1 | -2 | -1
N#C/C(=C(/O)COC(=O)c1cccnc1Cl)c1nc2ccccc2[nH]1 | -10 | -5 | -7 | -27 | 0 | 9 | 5 | 9 | -8
CCCCCc1ccc(-c2nnc(N)s2)cc1 | 2 | -12 | 0 | -15 | 1 | 5 | 1 | 7 | -13
O=C(NC1CCCCCC1)c1cccc(N2CCCC2=O)c1 | -4 | 0 | 18 | -20[20 µM] | -6 | 6 | 4 | -3 | -14
CCN(CC)CCC(c1ccc2c(c1)OCO2)c1c(O)cc(OC)cc1OC (stereo unspecified) | 1 | . | 0 | -25 | . | 13 | . | . | -23
COc1ccc(CCNC(=O)CN2CCCc3ccccc32)cc1OC | -5 | -7 | -1 | -12 | -3 | 6 | 3 | 1 | -63
Cc1cc(C)nc(NCC(O)CNc2ccccc2Cl)n1 (stereo unspecified) | 0 | -10 | -23 | -14 | -5 | 8&7 | 0 | 3 | -6
O=c1cc(-c2ccccc2Cl)oc2c([N+](=O)[O-])c(O)cc(O)c12 | -15 | -5 | -1 | -16 | 2 | 14 | 6 | 12 | -21
O=C(Cc1cn2ccsc2n1)NCc1ccccc1 | -9 | -11 | 17 | -26 | 1 | -2 | 3 | 1 | -6
O=C1CCN(N=Nc2cccc(Cl)c2)N1 | -12 | 5 | -24 | -16[20 µM] | 2 | 0 | 4 | 6 | -27
O=C(CSc1ncn[nH]1)CSc1ncn[nH]1 | 0 | -7 | 6 | -20 | 0 | 12 | 4 | 6 | -3
COc1ccccc1NC(=O)C1=C(C)NC(=O)NC1c1ccco1 (stereo unspecified) | -5 | -9 | -16 | -12 | -2 | 11 | 5 | 0 | 3
O=C(Nc1nncs1)c1cccc(S(=O)(=O)N2CCCCC2)c1 | -8 | -7 | 4 | -18[20 µM] | -2 | 9 | 3 | 0 | -3
COc1ccc(C2/C=C\CN(C(=O)c3ccc(C)cc3)[C@H](Cc3ccccc3)C(=O)N2Cc2ccc(F)cc2)cc1 (stereo partly specified) | -8 | . | 38 | -19 | . | 6 | . | . | -1
Cc1nc2c(-c3ccc(F)cc3)c(C)nn2c(C)c1CCC(=O)NCCN1CCOCC1 | -9 | -10 | 13 | -22 | 3 | 11 | -5 | 7 | -16

Ten compounds from above, sorted by molecular weight, highest first:
SMILES | Tb hexokinase | RBBP9 inhibitor | PPC-1+TRAIL kill | Furin inh | Ba/F3 V617F tox | EP2 antag | p97 ATPase inh | BaF3 tox | p47phox inh
COc1ccc(C2/C=C\CN(C(=O)c3ccc(C)cc3)[C@H](Cc3ccccc3)C(=O)N2Cc2ccc(F)cc2)cc1 (stereo partly specified) | -8 | . | 38 | -19 | . | 6 | . | . | -1
CN(C(=O)CSc1nnc(-c2ccc(F)cc2)c2ccccc12)C1CCS(=O)(=O)C1 (stereo unspecified) | 3 | -14 | -12 | -1 | 5 | 6 | -6 | 6 | -8
Cc1nc2c(-c3ccc(F)cc3)c(C)nn2c(C)c1CCC(=O)NCCN1CCOCC1 | -9 | -10 | 13 | -22 | 3 | 11 | -5 | 7 | -16
CCCC(=O)NC(Nc1cc(C(F)(F)F)ccc1Cl)C(Cl)(Cl)Cl (stereo unspecified) | 3 | -2 | 10 | -6 | 0 | 15 | 5 | 3 | 5
O=C(Nc1nncs1)c1cccc(S(=O)(=O)N2CCCCC2)c1 | -8 | -7 | 4 | -18[20 µM] | -2 | 9 | 3 | 0 | -3
O=c1cc(-c2ccccc2Cl)oc2c([N+](=O)[O-])c(O)cc(O)c12 | -15 | -5 | -1 | -16 | 2 | 14 | 6 | 12 | -21
CC(C)OCCCNC(=O)CCSc1ccc(Cl)cc1 | -5 | -1 | -19 | -8[20 µM] | 0 | 6 | -3 | 6 | -5
O=C(NC1CCCCCC1)c1cccc(N2CCCC2=O)c1 | -4 | 0 | 18 | -20[20 µM] | -6 | 6 | 4 | -3 | -14
Oc1ccccc1C1=Nc2ncnn2C(c2ccccc2)C1 (stereo unspecified) | -6 | -8 | 6 | -6 | 3 | 8 | -4 | 5 | -3
Cc1nc2cc(NC(=O)NCCCO)ccc2o1 | 0 | -4 | 15 | -19 | 0 | 10 | -3 | 0 | -6

Continuation.
SMILES | Tb hexokinase | RBBP9 inhibitor | PPC-1+TRAIL kill | Furin inh | Ba/F3 V617F tox | EP2 antag | p97 ATPase inh | BaF3 tox | p47phox inh
CC(C)(C)N(Cc1ccccc1)C(=O)c1ccc(Br)o1 | 6 | 1 | 5 | -18 | 2 | 5 | -6 | 6 | 7
COC(=O)CSc1nc(C)cc(C)n1 | 5 | -12 | -4 | -12 | 3 | 2 | -1 | 4 | 8
O=C(Nc1ccc(Br)c2ccccc12)c1ccc2ccccc2c1O | -22 | 7 | 0 | -7 | 13 | 19 | 19* | 13 | -7
O=C(NC1CCCCC1)C12CC3CC(CC(Cl)(C3)C1)C2 | 1 | -10 | 19 | -20 | 1 | 9 | 0 | 7 | -2
CCn1c(/C=C\c2ccccc2C)nc2ccccc2c1=O | -14 | -3 | 23 | -7 | 1 | 9 | -3 | 3 | -6
Cc1ccc2nc(-c3ccc4c(c3)OCCO4)cn2c1 | -14 | -8 | 93*[5 µM] | -25 | 81* | 1 | -14 | 79* | -10
Cc1ccc(NC(=O)Cn2c(CCC(=O)O)ccc2-c2cccs2)cc1 | -4 | -2 | 13 | -12[20 µM] | 0 | 6 | -2 | 3 | -16
COc1ccc(C)cc1NC(=O)C(OC(=O)c1cccc(S(=O)(=O)N(C)c2ccccc2)c1)c1ccccc1 (stereo unspecified) | 23 | -1 | -1 | -12 | -4 | 4 | 2 | 4 | -27
COC(=O)c1ccc(C)c(NC(=O)CN(c2cc(OC)ccc2OC)S(C)(=O)=O)c1 | -1 | -11 | 7 | -21 | 7 | -7 | 3 | 7 | 5
CC1(C)CC(NC(=O)C23CCC(C)(C(=O)C2=O)C3(C)C)CC(C)(C)N1 (stereo unspecified) | 0 | -6 | 18 | -21 | 1 | 8 | 1 | 6 | -2
O=C(c1ccc(N2CCCC2)c([N+](=O)[O-])c1)N1CCN(CCO)CC1 | 6 | -4 | 8 | -8 | 2 | 9 | 2 | 3 | -8
CSc1sc(C(=O)N(C)C)c2c1S(=O)(=O)N(C)c1ccccc1-2 | -6 | -12 | 10 | -7 | 2 | 7 | -12 | -3 | 6
Cc1cc(NC(=O)c2ccc(NC(=O)C(C)Oc3ccccc3)cc2)no1 (stereo unspecified) | 6 | 1 | 26 | -24 | -1 | 13 | 2 | 3 | 8
Cc1ccc(NC(=O)CSc2nc3ccccc3c3nc(CCn4cncc4C)nn23)c(C)c1 | -22 | 1 | -9 | -17 | 0 | 5 | 0 | 2 | 0
O=S(=O)(c1ccc(OCC(O)CNCc2ccco2)c(Cl)c1)N1CCOCC1 (stereo unspecified) | -4 | -11 | 6 | -16 | 2 | . | -4 | 8 | -22
Cc1nc2c(Br)cc(Br)cc2cc1O | 7 | 5 | 4 | -9[20 µM] | -1 | 30 | 4 | 2 | -14
C#CC[N+](CC)(CC)CC#Cc1ccccc1 | -15 | 0 | 9 | -11 | 59* | 10 | 6 | 62* | -8
O=C(c1cccc(C(F)(F)F)c1)N(c1ccccn1)C1CCCCC1 | 5 | -11 | 5 | -13 | -1 | 9 | 1 | 6 | -2
CCCCC1=CC2=CC(=O)C(C)(OC(=O)CC)C(=O)C2=CN1CCc1ccccn1 (stereo unspecified) | -35 | . | -3 | -20 | . | 22 | . | . | -11
CCCOC(=O)c1ccc(NC(=O)C2CCCO2)cc1 (stereo unspecified) | 3 | -7 | 10 | -10[20 µM] | -2 | 3 | -1 | -2 | -3
O=C(NCc1ccccn1)c1cc(-c2ccc(Cl)cc2)nc2ccccc12 | -4 | -7 | 11 | -14 | -2 | 11 | 3 | 7 | -10
O=C(N/C=C/n1cnc2cc(C(F)(F)F)ccc21)c1ccccc1F | -2 | -6 | 13 | -21 | 1 | 9 | -3 | 5 | 0
CC1(C(=O)NC2CCCCCCC2)CCC(=O)N1Cc1ccco1 (stereo unspecified) | -5 | -2 | -4 | -18 | -5 | 6 | -1 | -1 | -4
CC(=O)c1c(N2CCOCC2)[nH]c(-c2ccccc2)nc1=S | -10 | -5 | 17 | -7 | -4 | 10 | 8 | -1 | -14
CC(NC(=O)c1noc2c1CCCC2)c1ccccc1 (stereo unspecified) | 0 | -2 | 17 | -14 | 1 | 8 | -7 | 1 | 4
O=C1CCCCC1c1cccc2ccccc12 (stereo unspecified) | 2 | -5 | 15 | -17 | -1 | 6 | 1 | 1 | -15
COc1ccc(Cn2c(-c3ccco3)nc3oc4cc(OC)ccc4c(=O)c3c2=O)cc1 | -7 | 12 | -23 | 4 | -1 | 7 | -2 | 1 | -20
COc1c(Cl)cc(Cl)cc1C(=O)Nc1ccc(CN2CCCCC2)cc1 | 2 | 0 | 26 | -13 | -2 | 7 | -1 | 6 | 2
S=C1NCCc2ccc(Cl)cc2C1c1ccccc1 (stereo unspecified) | 3 | -1 | 9 | -26[20 µM] | -6 | 7 | 2 | 4 | -8

High-throughput results from PubChem.
